Compound activity: PubChem, several laboratories
CHT allo act: CHT positive allosteric modulators, primary screen, cell-based, membrane potential dye, choline EC20. High affinity choline transporter 1 (Homo sapiens), Q9GZV3. CHT-expressing cells; active compounds read high; LV-AA mutant CHT in HEK293 cells. B-score at 10 µM. 310,000 tested, 0.49% active;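 active = initial fluorescence not abnormally high and integrated response B-score, plate-corrected, over 3 SD above library mean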
Target sequence (Q9GZV3 whole entry, looked up): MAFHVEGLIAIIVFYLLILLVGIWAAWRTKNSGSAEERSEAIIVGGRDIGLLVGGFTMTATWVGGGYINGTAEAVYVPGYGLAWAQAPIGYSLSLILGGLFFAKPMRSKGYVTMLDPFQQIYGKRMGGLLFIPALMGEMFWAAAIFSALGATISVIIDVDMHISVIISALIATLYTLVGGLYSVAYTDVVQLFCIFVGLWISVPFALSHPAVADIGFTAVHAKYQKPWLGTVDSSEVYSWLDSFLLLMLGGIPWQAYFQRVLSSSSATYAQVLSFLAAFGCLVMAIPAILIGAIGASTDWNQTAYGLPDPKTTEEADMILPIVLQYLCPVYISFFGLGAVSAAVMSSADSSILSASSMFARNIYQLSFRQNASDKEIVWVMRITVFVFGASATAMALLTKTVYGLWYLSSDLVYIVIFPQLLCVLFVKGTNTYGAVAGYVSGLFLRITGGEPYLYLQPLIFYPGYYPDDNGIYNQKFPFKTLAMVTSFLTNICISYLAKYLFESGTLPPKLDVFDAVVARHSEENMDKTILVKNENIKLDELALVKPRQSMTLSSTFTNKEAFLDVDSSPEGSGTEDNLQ
OX1R antag: OX1R (HCRTR1) antagonists, primary screen, fluorescence, CHO/OX1R cells, Fluo-8 calcium, orexin A | Fluo-8 calcium fluorescence | inhibition, % at 5 µM | 330,000 tested, 0.43% active | AID 434989, 2010;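 active = inhibition above its plate's threshold, mean inhibition of all tested compounds on the plate plus 3 SD, cut at about 37% in these data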;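 also: 0% = orexin A challenge wells and 100% = SB-334867-A antagonist wells; not every result past the cut was called active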
Target sequence (O43613 whole entry, looked up): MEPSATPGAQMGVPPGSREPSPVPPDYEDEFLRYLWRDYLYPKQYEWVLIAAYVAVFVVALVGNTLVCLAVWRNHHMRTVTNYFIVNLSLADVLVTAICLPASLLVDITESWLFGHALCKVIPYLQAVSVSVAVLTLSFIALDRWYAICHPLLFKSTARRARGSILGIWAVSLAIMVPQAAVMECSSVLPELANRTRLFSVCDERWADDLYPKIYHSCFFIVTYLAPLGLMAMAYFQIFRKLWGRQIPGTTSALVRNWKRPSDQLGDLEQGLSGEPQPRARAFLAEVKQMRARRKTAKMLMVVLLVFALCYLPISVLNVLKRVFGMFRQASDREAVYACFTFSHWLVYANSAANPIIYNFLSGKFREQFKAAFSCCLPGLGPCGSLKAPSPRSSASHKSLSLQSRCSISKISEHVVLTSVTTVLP
* marks the source's active call; other numbers are inactive results; i = inactive; / = not tested or not shown.

Every second line gives: CHT allo act	OX1R antag
> O=C(O)c1cccc(S(=O)(=O)N2CCC(Cc3ccccc3)CC2)c1
 : i	-5
> Nc1c(S(=O)(=O)c2cccs2)c2nc3ccccc3nc2n1Cc1ccc2c(c1)OCO2
 : i	-6
> N#C/C(=C\c1ccccc1C(F)(F)F)C(=O)Nc1ccccc1F
 : i	-4
> C=CCn1c(COc2ccc(F)cc2)nnc1SCC(=O)c1c[nH]c2c(CC)cccc12
 : i	-7
> CCOc1ccc2nc(NC(=O)c3ccc(S(=O)(=O)N4CCOCC4)cc3)sc2c1
 : i	-10
> CCC(C(=O)Nc1cccc(C(=O)O)c1)c1ccccc1 (configuration not stated)
 : i	-7
> COc1ccc(C(=O)CSc2nnc(CNC(=O)c3ccco3)n2C)cc1OC
 : i	4
> CCN1CCCc2cc(CN(CCN3CCOCC3)C(=S)Nc3ccc(C)cc3)ccc21
 : i	-33
> Cc1[nH]c2ccc(OC(=O)N3CCOCC3)cc2c1C(=O)OC(C)C
 : i	-4
> O=C(O)C1CCCCN1S(=O)(=O)c1ccccc1 (configuration not stated)
 : i	-3
> COCc1cc(=O)[nH]c(=S)[nH]1
 : i	-1
> Cc1ccc(NC(=O)C[n+]2ccccc2)cc1C
 : i	-3
> O=C(CCNC(=O)c1ccccc1Cl)NCC1CCCO1 (configuration not stated)
 : i	-14
> NC(=O)Cn1cnc2c(nnn2-c2cccc(Cl)c2)c1=O
 : i	/
> CN(C)c1ccc(CNC(=O)CCS(=O)(=O)c2ccc3c(c2)oc(=O)n3C)cc1
 : i	-21
> CCOC(=O)C1CCN(C(=S)Nc2cc(C)ccc2C)CC1
 : i	-13
> CCCC(C)C(=O)Nc1ccccc1C(=O)OCC (configuration not stated)
 : i	-5
> COc1ccc(C2C(C(=O)OCC(=O)N3CCCCC3)CCC(=O)N2c2ccc(OC)cc2)cc1 (configuration not stated)
 : i	-31
> CCc1c(C#N)c(=O)[nH]c(=O)n1-c1ccccc1
 : i	0
> CCc1nnc(NC(=O)c2cc(OC)c(OC)cc2[N+](=O)[O-])s1
 : i	-14
> COc1ccccc1NC(=O)C(C)Sc1nnc2ccccn12 (configuration not stated)
 : /	-16
> COc1ccc(-c2nnc(-c3ccc(F)cc3)o2)cc1
 : i	0
> COc1ccccc1CNC(=O)c1cc2ccccc2o1
 : i	-30
> Cc1cccn2c(=O)c3cc(C#N)c(=NC(=O)c4ccco4)n(Cc4ccco4)c3nc12
 : i	-22
> CCOc1ccc(N=Nc2c(C)[nH]n(-c3ccccc3)c2=O)cc1
 : i	17
> CC(Sc1ccc([N+](=O)[O-])cn1)C(=O)Nc1nccs1 (configuration not stated)
 : i	-16
> COc1cc(/C=N/NC(=O)c2ccc(CSc3nc4ccccc4[nH]3)cc2)ccc1O
 : i	-18
> CCCC(C)NS(=O)(=O)c1ccc(OC)c(C)c1 (configuration not stated)
 : i	-15
> Cc1cccc2cc(CN(CC3CCCO3)S(=O)(=O)c3ccccc3)c(=O)[nH]c12 (configuration not stated)
 : i	-16
> CCOC(=O)/C=C1\CN(CCC(C)C)S(=O)(=O)c2ccccc21
 : i	-8
> CCN(CCN1CCCC1)C(=O)c1cc(COc2ccccc2SC)on1
 : i	/
> Cc1ccc(C(=O)N/N=C\c2ccc([N+](=O)[O-])s2)cn1
 : i	-8
> COc1ccc2[nH]c(C(=O)O)c(CCN3C(=O)c4ccc(C(=O)O)cc4C3=O)c2c1
 : i	-10
> O=C1CCC(/C=C/c2ccccc2)=NN1Cc1ccc(Cl)c(Cl)c1
 : i	-9
> O=C(Nc1nc(-c2ccc3c(c2)OCCO3)cs1)c1ccco1
 : i	-4
> COc1cccc(C2C(C(=O)c3ccco3)=C(O)C(=O)N2CCN(C)C)c1OC (configuration not stated)
 : i	-10
> Cc1ccccc1OCC(O)CNC1CCC(NCC(O)COc2ccccc2C)CC1 (configuration not stated)
 : i	-18
> Cc1c(C)c2ccc(OC(C)C(=O)N3CC[C@@]4(O)CCCC[C@H]4C3)cc2oc1=O (some centres not stated)
 : i	-26
> O=C1c2nc3cc(-c4ccco4)[nH]n3c(=O)c2CN1C1CCCCC1
 : i	-9
> O=C(O)CCc1nn2c3ccccc3n(CCO)c2nc1=O
 : i	10
> N/C(=N\OC(=O)CSc1ccccc1)c1ccccn1
 : i	-2
> COc1cc(CC(=O)N(CC(C)C)C2CCS(=O)(=O)C2)cc(OC)c1OC (configuration not stated)
 : /	-22
> O=C(O)c1ccc(S(=O)(=O)N2CCCCCC2)cc1
 : i	-2
> O=C(NCCN1CCN(c2ccccc2)CC1)c1ccccc1F
 : i	24
> COc1c2ccoc2c(OC)c2oc(=O)ccc12
 : i	-6
> O=C(Nc1ccc2c(c1)OCO2)C1CCN(S(=O)(=O)c2cccs2)CC1
 : i	-6
> CC/C(=N\Nc1ccc([N+](=O)[O-])cc1[N+](=O)[O-])c1ccc(O)cc1
 : i	-19
> Cc1ccc(-n2ncc(Cl)c2C(=O)NC2CC2)cc1
 : i	-8
> COCC(C)n1c(SCC(=O)N2CC(=O)Nc3ccccc32)nc2ccccc2c1=O (configuration not stated)
 : /	-11
> COC(=O)c1ccc2c(c1)C(=O)N(C1CCCCC1)C2=O
 : i	-8

Next part.
Every second line gives: CHT allo act	OX1R antag
> Fc1ccccc1NC(=S)NCc1ccc(Cl)cc1
 : i	-20
> O=C(Nc1ccccc1)c1cc([N+](=O)[O-])ccc1Cl
 : i	-8
> COCCOC(=O)N/C=C\c1nc2ccccc2c(=O)[nH]1
 : i	-18
> CN1C(=O)c2oc3ccccc3c(=O)c2C1c1cccnc1 (configuration not stated)
 : i	-7
> CCCC(=O)c1cc(F)c(N2CCN(CCC#N)CC2)cc1C
 : i	-22
> O=C(C[C@H]1C[C@H](C(=O)N2CCOCC2)[C@@]2(CCC3CCCC3)c3[nH]c4ccc(Cl)cc4c3CCN2C1=O)NCCN1CCOCC1
 : /	-12
> C[C@H]1NS(=O)(=O)c2ccc(Br)cc2O[C@H]1c1ccccc1
 : /	-24
> BrC(=C\c1ccccc1)/C=N/Nc1nc2ccccc2[nH]1
 : i	-30
> COc1cc(C(C)=O)ccc1OCC(O)Cn1nc(C)c(Br)c1C (configuration not stated)
 : i	/
> O=S(=O)(c1ccc2ccccc2c1)N1CCN(C(=S)Nc2ccccc2F)CC1
 : i	-18
> COc1cc2c(cc1OC)C1(Nc3c-2c(Cc2ccccc2)nn3-c2ccccc2)C(=O)Nc2ccccc21 (configuration not stated)
 : i	-12
> Cc1ccc(S(=O)(=O)N2CCCCC2)cc1NC(=O)[C@@H]1CCCN1C(=O)c1cccs1
 : /	-32
> CCCCn1c(=N)n(CC(=O)c2ccc(OC)cc2)c2ccccc21
 : i	-11
> CCc1noc(N)c1C(=O)Nc1ccc(F)c(Cl)c1
 : i	-4
> Clc1ccc(/C=N\Nc2ccccc2)cc1
 : i	-14
> CCN(CC)S(=O)(=O)c1ccc(N2CCOCC2)c(NC(=O)CC(C)(C)C)c1
 : i	-29
> Cc1nc2sc(C#N)c(N)c2c2c1CCCC2
 : i	-20
> CN(C(=O)COc1ccccc1C(=O)NCCc1ccccc1)c1ccccc1
 : i	-25
> CCOC(=O)c1cc(NC(=O)c2cnccn2)cc(C(=O)OCC)c1
 : i	-18
> C/C(=N/NC(=O)CNC(=O)c1cccs1)c1ccc(Cl)cc1
 : i	-8

Two of the compounds above, as tab-separated lines.
molecule	CHT allo act	OX1R antag
C=CCn1c(COc2ccc(F)cc2)nnc1SCC(=O)c1c[nH]c2c(CC)cccc12	i	-7
Cc1ccc(C(=O)N/N=C\c2ccc([N+](=O)[O-])s2)cn1	i	-8

The results go on.
Every second line gives: CHT allo act	OX1R antag
> Cc1cc(O)cc2c1C(=O)/C(=C/c1ccco1)O2
 : i	14
> O=C(Nc1ccc(Cl)cn1)c1cccc(F)c1
 : i	-27
> COc1ccc(S(=O)(=O)N2CCC[C@H]2C(=O)NC2=NCCS2)cc1
 : i	-5
> Cc1ccc(C)c2[nH]c(=O)c(C(c3nnnn3CCc3ccccc3)N3CCOCC3)cc12 (configuration not stated)
 : i	-22
> COc1ccc(NC(=O)c2ccccc2NC(=O)c2ccccc2C(=O)O)c(OC)c1
 : i	-1
> Cc1ccc(S(=O)(=O)N2CCC(C(=O)OCC(=O)N(C)c3ccccc3)CC2)cc1C
 : i	-22
> CC1Oc2ccccc2N(CC(=O)c2ccc(F)cc2)C1=O (configuration not stated)
 : i	-16
> NC(=O)c1ccccc1N(Cc1ccccc1)S(=O)(=O)c1ccccc1
 : i	-20
> Cc1ccsc1/C=C1/SC(N2CCOCC2)=NC1=O
 : i	3
> O=C(NCc1ccccc1Cl)c1ccc2c(=O)n(CC3CCCO3)c(=S)[nH]c2c1 (configuration not stated)
 : i	-20
> Cc1cccc(C)c1NC(=O)CSc1ncnc2[nH]ncc12
 : /	10
> Cc1c(Cl)cccc1NC(=O)Cn1nc(C)n2cccc2c1=O
 : i	-18
> CCc1ccc(CNC(=O)Cn2nc(-c3ccccc3)ccc2=O)cc1
 : i	-13
> Cc1cc(Br)c(NC(=O)COC(=O)C2CCCCC2)c(Br)c1
 : /	-33
> CCCP(=O)(CC(=O)N(CC)CC)c1ccccc1 (configuration not stated)
 : i	2
> COc1cc(/C=C2/C(=O)NN(c3cccc(F)c3)C2=O)ccc1OC(=O)c1ccco1
 : i	-3
> CCOC(=O)N1CCN(C(=O)c2ccccc2NC(C)=O)CC1
 : i	-20
> C=CCNc1oc(-c2ccc(OCC)cc2)nc1C#N
 : i	-18
> CCN(C(=O)CSc1nnnn1-c1ccc(Cl)cc1)C1CCS(=O)(=O)C1 (configuration not stated)
 : /	-13
> N#CCc1nn(-c2ccccc2)c(N)c1C#N
 : i	6
> Cc1nn(-c2ccccc2)c(Cl)c1CN(C(=O)CCl)c1cccc2ccccc12
 : 9*	-19
> CC1Oc2ccccc2C=C1/C=N/NC(=O)c1ccncc1 (configuration not stated)
 : i	-2
> Cc1ccccc1C(=O)Nc1nnc(S(=O)(=O)N(C)Cc2ccco2)s1
 : i	-4
> O=C(c1cccnc1)N1CCN(S(=O)(=O)c2ccc(F)cc2)CC1
 : i	-11
> Cc1ccc(N2CC(C(=O)NCc3ccc(C)n3C)CC2=O)cc1 (configuration not stated)
 : i	-12
> CC(=O)Oc1cccc(/C=C2\C=C(c3ccc(C)cc3)OC2=O)c1
 : i	-10
> O=C(Nc1ccccc1)c1ccccc1N=Cc1ccccc1O
 : i	-3
> COc1ccc(OC)c(CNc2nc3ccccc3n2CCN2CCCCC2)c1
 : i	-34
> O=C(COC(=O)c1cccnc1)c1ccc(Cl)cc1
 : i	-2
> O=C(Nc1ccnn1C1CCN(Cc2ccccc2)CC1)C1CCCC1
 : i	-20
> COc1ccc(C)cc1NC(=O)C1CCCN(S(=O)(=O)c2ccc(-n3cnnn3)cc2)C1 (configuration not stated)
 : i	-19
> O=C(CCN1CCN(c2ccccc2)CC1)Nc1ccc2c(c1)OCO2
 : i	-15
> CCN1CCN(CCNC(=O)c2cc(Cl)c(NC(=O)C3=C(C)OCCS3)cc2OC)CC1
 : i	-26
> COc1ccc(C2Nc3cccc4cccc(c34)N2)cc1
 : i	-13
> Cc1cc(NC(=O)COc2coc(CN3CCN(c4ccccc4)CC3)cc2=O)no1
 : i	-14
> COc1ccc(NC(=O)c2cc(S(=O)(=O)N(C)C)ccc2N2CCCC2)cc1Cl
 : i	-27
> CCOC(=O)c1sc(C)c2c(=O)n(Cc3ccc(Cl)cc3)cnc12
 : i	-5
> O=C(O)Cn1nnc(-c2ccc(OCc3ccccc3Cl)cc2)n1
 : i	-5
> COCCCN1C(=O)c2ccc(C(=O)Nc3ccc(C)cc3C)cc2C1=O
 : i	-8
> CCN(CC)C(=O)c1[nH]cnc1C(=O)Nc1ccccc1
 : /	-24
> O=C(c1cccs1)n1nc(NCc2ccccc2)nc1NCc1ccccc1
 : i	-25
> C[C@H](NC(=O)c1nc[nH]c1C(=O)N1CCNCC1)C(=O)OCc1ccccc1
 : i	15
> O=C(O)c1cccc(NC(=O)c2ccccc2NC(=O)c2cccc([N+](=O)[O-])c2)c1
 : i	-23
> CCOC(=O)C1CCN(CC(=O)c2c(C)[nH]c3ccccc23)CC1
 : i	-3
> CCOc1cc(C(=O)OCC(=O)Nc2cccc(C)c2)ccc1OCC(=O)N1CCOCC1
 : i	-1
> Cc1noc(-c2ccc(Cl)cc2)c1C(=O)O/N=C(\N)c1ccc(C(C)(C)C)cc1
 : i	-12
> CC(C)CN(C(=O)CN1CCN(c2ccc(F)cc2)CC1)c1c(N)n(CC(C)C)c(=O)[nH]c1=O
 : i	-15
> CCOC(=O)N1CCC(NC(=O)Cn2ncc3ccccc32)CC1
 : i	1
> Cc1[nH]oc(=O)c1N=Nc1ccc2[nH]c(=O)[nH]c2c1
 : i	-7
> N#C/C(=C\c1ccc[nH]1)C(=O)NCC1CCCO1 (configuration not stated)
 : i	-4

Another view of 2 compounds above:
CC(C)CN(C(=O)CN1CCN(c2ccc(F)cc2)CC1)c1c(N)n(CC(C)C)c(=O)[nH]c1=O
  CHT allo act: i
  OX1R antag: -15

CCOC(=O)N1CCC(NC(=O)Cn2ncc3ccccc32)CC1
  CHT allo act: i
  OX1R antag: 1

Remaining list, next part
Every second line gives: CHT allo act	OX1R antag
> Oc1ccc2ccccc2c1C=NCc1cn2ccsc2n1
 : i	-2
> Cc1ccsc1C(=O)N(Cc1nnc(-c2ccccc2Cl)o1)C1CC1
 : i	-25
> CNCCCOc1ccc2c(c1)CCC2
 : i	6
> COc1ccc(N(C)S(=O)(=O)c2cccc(C(=O)Nc3nnc(C)s3)c2)cc1
 : /	-14
> Clc1cc(-c2ccccc2)nc(-c2ccccc2)n1
 : i	-14
> Cc1cc(C(=O)NNc2ccc(C)c(C)c2)no1
 : i	-2
> CCCN(CC1CC1)C(=O)CSc1ncnc2sccc12
 : i	-18
> Cc1ccnc2nc(C(=O)OCCOc3ccc(F)cc3)nn12
 : i	-9
> COc1cccc(CNC(=O)[C@H](C)NC(=O)C2CCN(S(=O)(=O)c3ccccc3)CC2)c1
 : i	-14
> C/C(Cl)=C/CSc1nc2c(c(=O)[nH]c(=O)n2C)n1C(C)C
 : i	-35
